697 NFkB inh = lowers PMA/ionomycin-induced NF-kB signal in 697 B cells; 697 B-cell NF-kB luciferase reporter, 16 h; inhibition, % at 4 µM; hit rate 0.33% among 330,000; AID 435022; in the data active means inhibition above about 35%
UPR XBP1 act = adaptive UPR (XBP1) activation | CHO-XBP1 luciferase reporter, IRE1-XBP1 UPR activation, luminescence; percent of tunicamycin response, DMSO as zero | activation, % at 20 µM | hit rate 0.33% among 330,000 | AID 463104;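 active means versus positive control, 20 µM dose yields 30% or more activation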;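 further: 100% = tunicamycin at 10 µg/mL and 0% = DMSO only wells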
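Material: CHO-XBP1 cells stably carrying IRE1-XBP1-driven luciferase reporter / Amount: 1000 cells per well / Compound: 20 µM, 1% DMSO / Times: 6 h treatment, 37 °C / Detection: luciferase luminescence / Measure: % activation of reporter signal versus tunicamycin and DMSO controls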
tim23-1 inh = tim23-1 yeast growth inhibition; S. cerevisiae tim23-1 growth, BacTiter-Glo luminescence, 24 h; inhibition, % at 20 µM; hit rate 1.3% among 330,000; AID 463212;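 active means growth inhibition of the mutant yeast at or above 50%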;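 further: temperature-sensitive mutant grown at 25 °C; plate controls were DMSO-treated mutant yeast for no effect and medium wells lacking yeast for full effect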
Mdm2-MdmX inh = inhibitors of human Mdm2/MdmX interaction; AID 485346; SaOS-2 split-luciferase Mdm2/MdmX complementation, luminescence; hit rate 3% among 330,000; O15151+Q00987; inhibition, % at 8 µM;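 active means inhibition of at least 50% at 8 µM in the primary screen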
APJ antag = blocks the human apelin receptor APJ. P35414. CHO-K1 APJ beta-arrestin complementation, luminescence. inhibition, % at 20 µM. hit rate 0.32% among 330,000. AID 2521;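 active means inhibition above about 40% at 20 µM, limit read from the data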;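 further: cells challenged with 10 nM apelin-13 agonist together with compound; plate controls were apelin-13 plus DMSO wells for no effect and DMSO wells lacking apelin-13 for full effect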
Target sequence (P35414 whole entry, looked up): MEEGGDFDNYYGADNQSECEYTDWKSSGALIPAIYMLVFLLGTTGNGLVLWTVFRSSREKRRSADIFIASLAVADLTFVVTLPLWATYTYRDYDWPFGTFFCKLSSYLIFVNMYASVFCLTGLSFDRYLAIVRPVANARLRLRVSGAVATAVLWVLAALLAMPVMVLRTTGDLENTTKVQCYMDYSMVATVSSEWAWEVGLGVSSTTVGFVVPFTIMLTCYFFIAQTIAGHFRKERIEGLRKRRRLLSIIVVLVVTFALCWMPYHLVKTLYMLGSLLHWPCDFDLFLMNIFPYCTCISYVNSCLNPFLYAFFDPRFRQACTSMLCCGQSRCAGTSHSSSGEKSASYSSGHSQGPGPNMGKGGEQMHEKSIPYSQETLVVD
Jurkat NFkB inh = inhibitors of the PMA/ionomycin-induced NF-kB reporter in Jurkat cells; PMA/ionomycin-induced NF-kB luciferase reporter, luminescence; hit rate 0.53% among 330,000; inhibition, % at 4 µM; in the data active means inhibition above about 50%
APJ agonist = APJ receptor agonism; AID 2520; P35414; activation, % at 20 µM; hit rate 0.11% among 330,000; CHO-K1 APJ PathHunter beta-arrestin, luminescence; 0% DMSO wells, 100% apelin;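 active means activation more than six SD over the plate average, tested at 20 µM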;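 further: 0% = DMSO alone and 100% = apelin-13 at 10 nM; some results filed as inactive read as strong as hits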
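Material: engineered CHO-K1 APJ arrestin reporter cells; amount: 1000 CHO-K1 reporter cells seeded per well; incubation: compound stimulation 90 min at 25 °C, detection 60 min; signal: luminescent beta-gal fragment complementation, chemiluminescent substrate; read-out basis: APJ agonist activity; controls: DMSO-only wells as negative, 10 nM Apelin-13 as positive control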
CHOP UPR activ = activators of apoptotic arm of unfolded protein response (CHOP); CHO-CHOP luciferase reporter, UPR activation, luminescence; percent of tunicamycin response over DMSO baseline; activation, % at 10 µM; hit rate 0.34% among 330,000; AID 449763;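 active means at 10 µM dose, activation of 40% or more, normalized to positive control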;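 further: 100% = tunicamycin at 10 µg/mL and 0% = DMSO alone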
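assay system = CHO CHOP reporter cells | amount = 500 CHO-CHOP cells per well | buffer or medium = F12 with 10% FBS | incubation = 16-18 h cell attachment, then 6 h compound exposure, 37 °C | detection = luminescence read with Steady-Glo | read-out = percent activation relative to tunicamycin control | controls = tunicamycin high control, DMSO low control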
An asterisk follows results filed as active; nt = not tested or not shown.

SMILES,697 NFkB inh,UPR XBP1 act,tim23-1 inh,Mdm2-MdmX inh,APJ antag,Jurkat NFkB inh,APJ agonist,CHOP UPR activ
O=C(c1cc2c(=O)oc3ccccc3c2s1)N1CCOCC1,-50,1,-1,6,3,-7,0,3.9
CCn1nnc(C(=O)O)c1C(=O)O,5,0,7,-3,-9,-19,1,-0.5
O=C(COC(=O)c1ccc(=O)n(Cc2ccccc2)n1)Nc1ccc2c(c1)OCCO2,10,0,21,-20,7,-6,7,-1.2
CSc1nc2cc(F)c(F)cc2n1C,10,-1,8,-3,-10,9,-1,-1.2
O=C(CNC1CCCCC1)Nc1ccc(S(=O)(=O)N2CCCCC2)cc1,3,-1,8,2,-3,-9,-1,1.4
CCn1c(SCC(=O)NC2CC2)nnc1-c1cccs1,16,-2,-6,-21,20,-1,-2,0.8
Cc1ccc(CNC(=O)CN2c3cccc4cccc(c34)S2(=O)=O)cc1,5,-2,17,15,-14,9,6,-0.2
CCOC(=O)Cc1csc(NC(NC(=O)CC)(C(F)(F)F)C(F)(F)F)n1,-2,-2,-1,7,-36,-4,-2,-0.4
CCOC(=O)c1ccccc1CN1C(=O)c2ccccc2S1(=O)=O,-9,1,18,17,20,-18,-3,-2.1
Cc1ccc2[nH]c(C(=O)N3CCN(C(c4ccccc4)c4ccccc4)CC3)cc2c1,-9,-5,25,12,-4,-17,-2,-0.9
CCC1CCc2c(n(C)c3ccccc3c2=O)O1 (stereo not drawn),11,-1,10,26,8,6,0,2.0
COc1cc(NC(=O)c2cnc(NCc3ccccc3)nc2C)cc(OC)c1OC,-8,-3,-8,29,-13,7,0,-1.2
Cc1ccc(NS(=O)(=O)c2ccc(C(=O)OCC(=O)N3CCCCC3)cc2)cc1,16,-3,9,11,2,-3,-3,-1.0
O=C(CC1C(=O)NCCN1Cc1ccc(Cl)c(F)c1)NCC1CCOCC1 (stereo not drawn),15,-1,2,-9,4,14,0,-0.2
CCCCOc1ccc(C(=O)NCC(=O)OC2CCOC2=O)cc1 (stereo not drawn),16,-2,6,9,10,8,1,-0.3

Other structures.
SMILES,697 NFkB inh,UPR XBP1 act,tim23-1 inh,Mdm2-MdmX inh,APJ antag,Jurkat NFkB inh,APJ agonist,CHOP UPR activ
CC(C)C(O)(C(=O)NNc1ccccc1)C(C)C,-2,1,2,11,5,1,-4,0.5
O=[N+]([O-])c1cccc2c1ccc1ncccc12,17,4,39,56*,-13,18,-2,1.4
COc1ccccc1CN1CCCC(N2CCN(c3ccc(F)cc3)CC2)C1 (stereo not drawn),-5,-5,-3,11,3,0,-5,2.7
Cc1ccc(NS(=O)(=O)c2cc(C(=O)N3CCCC3)ccc2C)cc1C,9,-4,9,4,13,14,-2,2.0
COc1ccc(Nc2nccc3c2nnn3C)cc1,-87,0,6,-6,-9,-84,5,2.6
O=C(CCCn1c(=O)[nH]c2cc(Cl)ccc2c1=O)NCC1CCCO1 (stereo not drawn),3,-2,8,6,19,0,-1,-0.6
COc1cc(/C=C2/C(=O)CNC2=O)ccc1O,12,-4,-6,4,13,4,-4,0.6
c1ccc(Nc2ncnc3sccc23)cc1,1,1,12,12,4,10,-1,5.0
O=c1cc(CO)oc(CN2CCN(c3ccccc3)CC2)c1O,12,-1,12,25,15,-4,-5,0.9
O=C(/C(N=Nc1cccc(C(F)(F)F)c1)=C(/O)c1cccs1)C(F)(F)F,-113,4,41,40,23,-59,-1,1.2
CCN(CC)c1ncnc2sc(C(=O)N3CCN(c4ccc(OC)cc4)CC3)c(C)c12,11,1,31,28,14,4,-2,1.9
Cc1cccc(CNc2ccc(C(CC(N)=O)NC(=O)Cc3cccc4ccccc34)cc2[N+](=O)[O-])c1 (stereo not drawn),16,-1,8,29,19,15,-4,0.6
Cc1ccc(-c2nnc(-n3nnc4ccccc43)c3ccccc23)cc1,-33,2,-2,3,-3,-12,-1,2.5
CN(C)c1ccc(-c2nc3ccccc3c(=O)[nH]2)cc1,-130,-8,3,-2,7,-128,-6,-7.4
CCOC(=O)N1CCN(c2c(N3CCN(c4ccccc4F)CC3)c(=O)c2=O)CC1,18,-1,-1,10,4,3,-3,4.8

Other records:
SMILES,697 NFkB inh,UPR XBP1 act,tim23-1 inh,Mdm2-MdmX inh,APJ antag,Jurkat NFkB inh,APJ agonist,CHOP UPR activ
C=CC[C@H](CC(=O)N(CCO)Cc1ccccc1)C(=O)N[C@H](COC(=O)[C@@H](CC=C)Cc1ccc(F)cc1)Cc1c[nH]c2ccccc12,4,-3,20,86*,6,-8,1,15
COC(=O)c1[nH]c2ccc(C)cc2c1NC(=O)C(C)N1CCN(C2CCCCC2)CC1 (stereo not drawn),-3,-3,8,53*,27,-13,-3,-2.4
O=C1NC[C@H](c2ccccc2)N(CC2CCCCC2)C1=O,10,-1,6,16,10,1,-2,0.2
O=C(O)C1CCCCC1C(=O)NCc1ccccc1 (stereo not drawn),-1,-2,12,16,-7,4,-3,-2.1
O=C1CSC(c2ccccc2)N1c1cccnc1 (stereo not drawn),-2,3,5,9,6,-5,-4,0.6
CC(OC(=O)c1ccc(O)cc1)C(=O)Nc1nc(-c2ccccc2)cs1 (stereo not drawn),-26,-2,35,28,8,-18,3,2.8
N#CCC(=O)Nc1ccc(C(=O)OCC(=O)Nc2cccc(C(F)(F)F)c2)cc1,-4,-4,12,3,-4,-3,-2,-0.3
CCOC(=O)C1=C(C)Nc2nc3ccccc3n2C1c1cccs1 (stereo not drawn),-47,-1,-4,10,10,8,0,3.3
C[C@@H]1C(=O)N(c2ccccc2)[C@@H]1c1ccncc1,5,0,22,11,nt,nt,nt,2.5
Cc1cc(SCC(=O)NC2(C#N)CCCCC2)nc2c(C)cccc12,-7,3,29,21,14,0,-8,1.8
COc1ccc(C(=O)Nc2ccccc2C(=O)Nc2ccccc2C(=O)O)cc1,-81,2,28,10,18,-12,-2,7.0
O=C(COC(=O)c1cccc(S(=O)(=O)N2CCc3ccccc32)c1)Nc1ncc(C(F)(F)F)cc1Cl,19,0,-5,17,4,-4,-2,-1.2
C[C@@H]1C=CC(=O)O[C@@H]1c1ccc(C(F)(F)F)cc1,60*,4,57*,76*,11,97*,0,5.4
COc1ccccc1N1CC(C(=O)OC(C)C(=O)N2CCCc3ccccc32)CC1=O (stereo not drawn),17,0,10,2,-8,5,-4,2.2
COC(=O)CN(n1cnnc1)S(=O)(=O)c1ccccc1,10,1,3,11,9,-1,-2,2.2

The closing 4 records of the section above open the next one.
SMILES,697 NFkB inh,UPR XBP1 act,tim23-1 inh,Mdm2-MdmX inh,APJ antag,Jurkat NFkB inh,APJ agonist,CHOP UPR activ
O=C(COC(=O)c1cccc(S(=O)(=O)N2CCc3ccccc32)c1)Nc1ncc(C(F)(F)F)cc1Cl,19,0,-5,17,4,-4,-2,-1.2
C[C@@H]1C=CC(=O)O[C@@H]1c1ccc(C(F)(F)F)cc1,60*,4,57*,76*,11,97*,0,5.4
COc1ccccc1N1CC(C(=O)OC(C)C(=O)N2CCCc3ccccc32)CC1=O (stereo not drawn),17,0,10,2,-8,5,-4,2.2
COC(=O)CN(n1cnnc1)S(=O)(=O)c1ccccc1,10,1,3,11,9,-1,-2,2.2
CCCCCOc1ccc(C(=O)OCC(=O)Nc2cc(C)on2)cc1,-3,2,2,2,-3,0,-1,1.0
CCc1ccc(C(=O)CCC(=O)Nc2ccc(OC)c(S(=O)(=O)N3CCCCC3)c2)cc1,-16,-5,21,9,6,5,-2,1.0
O=C(Cn1nc(-c2ccco2)ccc1=O)Nc1ccc(Br)cc1,-5,-9,-8,2,3,4,-8,2.3
C/C(=N/NC(=O)CNC(=O)c1ccccn1)c1ccc([N+](=O)[O-])cc1,17,-1,-5,-27,-9,-8,0,0.7
C=CCSc1nnc(CNC(=O)c2ccc(Cl)cc2)n1CC,13,-4,-3,9,-6,3,-4,1.9
CCOCCc1nnc(NC(=O)CS(=O)(=O)Cc2ccccc2)s1,4,-2,1,8,8,2,-1,0.1
COCCCn1c(=NC(=O)c2ccccc2)c(C#N)cc2c(=O)n3cccc(C)c3nc21,5,43*,0,24,24,-17,-5,3.5
Cc1ccc(NC(=S)NC2CCCC2)cc1C,-25,4,21,8,-6,-8,-2,2.3
CCCCOc1ccc(C(C)NC(=O)C2CCCN(S(=O)(=O)CCC)C2)cc1 (stereo not drawn),25,-5,-3,-14,7,-3,0,-0.4
CCOC(=O)c1ccc(NC(=S)N2CCCC(C)C2)cc1 (stereo not drawn),-11,4,5,11,6,-11,-4,3.9
COC(=O)C1C(=O)C(C(=O)/C=C/c2ccccc2)C(=O)CC1(C)C (stereo not drawn),7,4,-20,-3,-7,25,-2,1.3
Cc1cccc(C(=O)NC(=S)Nc2ccc(Cc3ccncc3)cc2)c1,-12,-3,30,16,1,12,-5,0.9
Cc1cc(O)cc(O[C@H]2OC(CO)[C@H](O)[C@@H](O)[C@H]2O)c1 (stereo partly drawn),-4,1,6,-28,9,2,-3,0.1
CCC(=O)Nc1ccccc1N1CCN(S(C)(=O)=O)CC1,14,-7,10,4,4,-15,-2,-1.8
Cc1ccc(C2(C)NC(=O)N(CC(=O)N3CCN(C(=O)c4cccs4)CC3)C2=O)cc1 (stereo not drawn),17,-2,-7,17,10,-8,-1,-0.9

(further entries)
SMILES,697 NFkB inh,UPR XBP1 act,tim23-1 inh,Mdm2-MdmX inh,APJ antag,Jurkat NFkB inh,APJ agonist,CHOP UPR activ
Cc1c[n+]([O-])cc(C)c1Oc1ccccc1,15,1,-5,10,5,2,-2,-0.8
O=C1Nc2ccccc2C(O)(C(=O)NCc2ccc3c(c2)OCO3)N1c1ccccc1 (stereo not drawn),22,-1,19,-2,-2,1,-3,-0.6
Cn1cc(C(=O)C(=O)N2CCN(c3ccccc3)CC2)c2ccccc21,-3,1,21,31,-4,-6,1,3.6
CN(C)S(=O)(=O)c1cc(NC(=O)CN2CCCc3ccccc32)ccc1Cl,-3,-1,2,1,-21,-2,0,-1.8
